# Screens as filed in PubChem.
# PRMT1 FP inh = PRMT1 methyltransferase inhibitors, primary screen, biochemical, fluorescence polarization; recombinant PRMT1, activity-based probe fluorescence polarization; inhibition, % at 2.79 µM; hit rate 1.3% among 370,000;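 active means inhibition above about 21% made by adding two undisclosed values, limit read from the data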
# NPR2 activator = human GC-B receptor activators, primary screen, HEK293 GC-B cells, cGMP TR-FRET, EC30 CNP; Atrial natriuretic peptide receptor 2 (Homo sapiens), P20594; AID 1920062, 2024; 0% at EC30 CNP, 100% saturating CNP; activation, % at 10 µM; hit rate 0.11% among 370,000;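 active means activation at 10 µM reaching about 35% in either raw or pattern-adjusted values, limit read from the data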
# Target sequence (P20594 whole entry, looked up): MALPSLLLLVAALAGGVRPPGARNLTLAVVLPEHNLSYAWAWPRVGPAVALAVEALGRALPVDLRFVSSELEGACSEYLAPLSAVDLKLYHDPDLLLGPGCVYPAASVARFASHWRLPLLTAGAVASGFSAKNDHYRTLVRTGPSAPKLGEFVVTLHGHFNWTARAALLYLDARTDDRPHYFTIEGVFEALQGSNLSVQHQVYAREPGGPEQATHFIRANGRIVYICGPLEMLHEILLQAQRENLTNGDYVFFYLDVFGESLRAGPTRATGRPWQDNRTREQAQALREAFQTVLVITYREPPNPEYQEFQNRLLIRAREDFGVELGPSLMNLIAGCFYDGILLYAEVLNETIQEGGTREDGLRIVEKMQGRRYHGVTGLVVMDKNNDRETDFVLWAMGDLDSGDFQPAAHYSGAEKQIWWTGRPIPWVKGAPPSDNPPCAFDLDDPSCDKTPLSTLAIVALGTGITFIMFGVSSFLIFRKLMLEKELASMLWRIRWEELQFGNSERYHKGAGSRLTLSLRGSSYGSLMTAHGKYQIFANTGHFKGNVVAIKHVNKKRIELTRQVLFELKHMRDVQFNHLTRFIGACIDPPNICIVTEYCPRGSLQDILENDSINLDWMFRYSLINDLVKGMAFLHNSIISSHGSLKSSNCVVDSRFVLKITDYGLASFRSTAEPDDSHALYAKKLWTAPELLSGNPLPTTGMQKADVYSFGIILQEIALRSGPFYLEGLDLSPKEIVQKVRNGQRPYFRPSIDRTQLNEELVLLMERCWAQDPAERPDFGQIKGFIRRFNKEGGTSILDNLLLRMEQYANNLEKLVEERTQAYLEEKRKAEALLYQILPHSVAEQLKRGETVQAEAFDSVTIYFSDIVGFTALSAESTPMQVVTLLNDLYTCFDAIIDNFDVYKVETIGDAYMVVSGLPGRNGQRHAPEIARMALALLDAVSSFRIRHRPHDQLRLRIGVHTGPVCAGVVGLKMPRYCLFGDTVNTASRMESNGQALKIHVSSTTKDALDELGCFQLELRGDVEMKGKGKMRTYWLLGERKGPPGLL
# HTRA1 inh = HTRA1 serine protease inhibitors, primary screen, biochemical, fluorescence polarization, HTS | Q92743 | recombinant HTRA1, FP-rhodamine activity-based probe | inhibition, % at 5.96 µM | hit rate 0.5% among 340,000 | AID 504803, 2011; in the data active means inhibition above about 36%;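 further: 0% = enzyme with DMSO and 100% = wells lacking enzyme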
# TDP2 absorb = human TDP2 enzyme inhibitors, primary screen, biochemical, epi absorbance, recombinant enzyme. Tyrosyl-DNA phosphodiesterase 2 (Homo sapiens), O95551. T5PNP hydrolysis, p-nitrophenol absorbance 415 nm. inhibition, % at 12.8 µM. hit rate 0.34% among 370,000. AID 720702, 2013;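 active means inhibition above the mean of all tested compounds plus 3 SD, set per campaign, cut at about 25% in these data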;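 further: 0% = DMSO with enzyme and 100% = buffer with substrate but no TDP2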
#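 System – recombinant human TDP2 · Quantity – TDP2 enzyme at 120 nM final · Doses – single concentration, 12.8 µM nominal, with 1% DMSO · Incubation – 2 h at 37 °C · Measured by – epi absorbance of p-nitrophenol freed from T5PNP by hydrolysis · Read-out – % inhibition relative to enzyme-containing and enzyme-free wells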
# rCAG binder = binders of r(CAG) RNA repeats, primary screen, biochemical, fluorescence. r(CAG) RNA repeat, TO-PRO-1 dye displacement fluorescence. inhibition, % at 3 µM. hit rate 1.3% among 370,000. AID 651821, 2012;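 active means inhibition above the plate cutoff, the mean of all test compounds on that plate plus 3 SD, cut at about 35% in these data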;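 further: 0% = DMSO alone and 100% = 100 µM mitoxantrone as full dye displacement; higher means more dye released from RNA so lower well fluorescence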
# mABHD4 FP = ABHD4 inhibitors, primary screen, biochemical, fluorescence polarization, mouse | inhibition, % at 8.92 µM | hit rate 0.54% among 370,000 | AID 720543, 2013 | purified mABHD4, FP-Rh probe fluorescence polarization;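 active means inhibition exceeding the mean over every tested compound plus 3 SD, cut at about 30% in these data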;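 further: 0% = plate median of compound wells and 100% = S159A mutant with DMSO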
#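 Test system: mouse ABHD4 enzyme, wild type. Reagent: FP-Rh fluorescent activity-based probe, added after compound pre-incubation. Timing: pre-incubation 45 min, probe exposure 60 min, at 25 °C. Technique: FP readout, ex 525 nm / em 598 nm. Benchmarks: high control S159A mutant with DMSO, low control median of compound wells.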
# TCR CD3 inh = inhibitors of human TCR-CD3 interaction, primary screen, biochemical, fluorescence, TAMRA-labeled TCR probe; hit rate 0.37% among 360,000; inhibition, % at 9.4 µM; T-cell receptor (TCR); in the data active means inhibition above about 19%;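 further: recombinant mutant TCR 2C K166C tagged with TAMRA read by polarization; 0% = receptor in buffer alone and 100% = receptor with positive control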
# SIAE primary = human SIAE inhibitors, primary screen, biochemical, fluorescence polarization, FP-Rh probe, 1536-well HTS | hit rate 0.69% among 370,000 | Sialate O-acetylesterase (Homo sapiens), Q9HAT2 | inhibition, % at 9.66 µM | SIAE FP-Rh probe binding;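 active means inhibition above a cutoff: mean of compounds within the control limits plus 3 SD of those, cut at about 17% in these data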;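 further: 0% = plate median of compound wells and 100% = probe without SIAE protein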
# LEDGF integ inh = blockers of LEDGF/p75-dependent integrase strand transfer – biochemical, TR-FRET, high throughput, primary screen; HIV-1 integrase (with human LEDGF/p75); TR-FRET IN-LEDGF/p75 DNA integration, Eu/Cy5; inhibition, % at 3.7 µM; hit rate 0.64% among 370,000; AID 743269, 2014;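 active means inhibition above the screen-wide mean plus 3 SD, cut at about 13% in these data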;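 further: signal is the Cy5 over europium emission ratio at 671 and 618 nm; 0% = plate median of compound wells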
# MBD2 DNA inh = inhibitors of MBD2 binding to methylated DNA, primary screen, biochemical, TR-FRET, DNA-binding domain, human. Methyl-CpG-binding domain protein 2 (Homo sapiens), Q9UBB5. MBD2 binding to methylated oligonucleotide. inhibition, % at 4.4 µM. hit rate 0.31% among 370,000. AID 686964, 2013; in the data active means inhibition above about 13%
# Numbers without * were called inactive; / = not tested or not shown. This is a subset; rates above refer to the full screens.
SMILES,PRMT1 FP inh,NPR2 activator,HTRA1 inh,TDP2 absorb,rCAG binder,mABHD4 FP,TCR CD3 inh,SIAE primary,LEDGF integ inh,MBD2 DNA inh
COc1ccc(-n2c(SCc3cccnc3)nc3c(c2=O)SCC3)cc1OC,0.2,-5.1,1.5,3.0,2.7,5.4,-4.2,4.2,-1.2,-5.0
O=C(CSc1nnc(-c2ccc(O)cc2)n1Cc1ccco1)N1CCc2ccccc2C1,-2.2,-11.4,-6.5,-1.7,-2.8,-8.2,6.8,-3.4,-2.9,-2.0
COc1ccc(Cl)cc1S(=O)(=O)N1CCN=C1c1ccccc1,-1.0,-1.3,2.5,8.4,-0.1,3.8,7.7,-3.3,-0.4,3.0
NS(=O)(=O)c1cccc(NC(=O)CN2CCN(Cc3ccc4c(c3)OCO4)CC2)c1,-4.0,6.2,0.2,5.7,-0.4,-4.7,2.8,2.5,0.3,1.0
O=C(/C=C/c1ccccc1[N+](=O)[O-])Nc1ccccc1,-1.5,-3.3,-10.3,3.6,1.4,0.2,3.8,6.0,0.8,-3.7
Cc1cccc(NC(=O)CSc2nnc(NC(=O)CN3CCOCC3)s2)c1,1.0,0.7,-1.2,8.1,0.5,-2.4,3.1,-4.2,0.5,-3.3
O=C(c1ccccc1)c1ccc(-n2ccnc2)c([N+](=O)[O-])c1,-1.1,-0.4,-2.1,5.0,3.1,5.9,10.3,10.0,-1.3,1.6
O=S(=O)(NCC1CCCO1)c1cc(Cl)ccc1Cl (stereo not given),2.7,-4.0,2.1,-3.6,-5.2,-5.1,4.1,7.4,0.6,3.2
CN(C)c1cccc(C(=O)OC(C(=O)Nc2ccc([N+](=O)[O-])cc2Br)c2ccccc2)c1 (stereo not given),0.3,-0.2,-3.2,2.4,8.8,11.8,1.2,3.8,-0.9,-1.3
Cc1ccc(NS(=O)(=O)c2ccc(-c3coc(C)n3)cc2)c(C)c1,-1.2,4.1,-22.4,12.0,0.0,0.4,-1.8,3.1,2.8,-6.8
O=C(NCCCn1ccnc1)/C(=C/c1ccco1)NC(=O)c1ccco1,-5.0,3.4,2.4,1.0,-0.4,-2.1,-3.8,3.9,5.4,-6.7
COc1ccc([N+](=O)[O-])cc1NC(=O)CCc1ccccc1,-1.9,-2.5,-2.3,1.5,1.3,3.3,0.0,2.1,-2.5,-0.3
N/C(=N\OC(=O)Cc1ccccc1)c1cccnc1,-2.7,4.5,-3.5,-2.4,-2.2,-0.5,4.6,7.4,5.7,1.6
CCOC(=O)C(CC)(CC)C(=O)/C=C/c1ccc(OC)cc1,-1.9,0.5,8.2,2.3,-8.3,-0.2,8.1,-3.9,-1.2,4.5
Cc1cc(NCc2ccccc2Cl)n2nnnc2n1,4.5,-0.8,1.2,-6.0,9.2,-6.8,-5.5,-7.0,-2.0,2.0
O=C(c1cc(-c2cccs2)nc2ccccc12)N1CCN(c2ccccc2)CC1,-0.8,5.8,-27.7,0.9,4.2,-2.4,-3.5,-7.5,-1.9,2.1
CC(C)CNC(=O)c1ccc(NC(=O)c2cccs2)cc1,-0.4,9.0,1.0,2.9,3.6,0.2,-0.2,-0.5,1.9,0.5
COc1ccc(C2C(C#N)=C(C)NC3=C2C(=O)c2ccccc23)cc1 (stereo not given),-0.5,-5.2,3.4,1.5,-0.8,-0.1,0.7,0.7,0.3,-1.5
O=S(=O)(c1cc(Cl)sc1Cl)N1CCCC1,5.3,-0.9,9.4,-6.7,-1.1,6.4,-9.1,-5.0,-3.4,3.4
COc1ccc(C(=O)NCc2oc(-c3ccccc3)cc2C(=O)O)cc1,-0.3,5.2,-6.3,2.3,11.1,-3.0,2.0,-1.2,0.9,0.4
CCc1ccc(/C=C2/SC(=S)N(CCC(=O)Nc3cccnc3)C2=O)cc1,3.7,-3.8,-5.2,4.5,1.4,9.9,10.2,-3.4,-1.7,1.6
COC(=O)c1ccc(CNC(=O)CSc2nnc(COc3ccccc3)n2C)o1,0.7,2.7,4.2,2.8,-2.4,6.9,-6.3,1.6,4.2,5.7
O=C(Nc1ccc(Sc2ccc(Br)cc2)cc1)c1ccco1,-0.9,15.2,-61.7,-10.9,4.5,-54.6,5.0,-1.0,1.5,0.9
CC1CN(C(=O)COC(=O)c2ccc(N)c([N+](=O)[O-])c2)CC(C)O1 (stereo not given),1.1,7.9,2.1,5.4,-1.6,-11.0,15.3,1.1,-1.5,-3.2
O=C(Cc1ccccc1)Nc1ccc(SC(F)F)cc1,-3.5,-1.8,-11.2,-9.8,1.4,-11.0,-0.5,-4.9,0.4,-1.4

# (next part)
SMILES,PRMT1 FP inh,NPR2 activator,HTRA1 inh,TDP2 absorb,rCAG binder,mABHD4 FP,TCR CD3 inh,SIAE primary,LEDGF integ inh,MBD2 DNA inh
O=C(CSc1ccc(Cl)cc1)NN=C1CCCCCC1,0.6,2.0,-2.4,1.5,0.1,4.5,-1.3,3.2,-1.4,4.5
Cc1c(NC(=O)c2c([N+](=O)[O-])cnn2C)c(=O)n(-c2ccccc2)n1C,-2.2,0.5,6.2,-1.5,-0.8,-3.0,-5.5,13.7,0.4,1.2
COc1ccccc1[C@]1(C)ON(c2ccccc2C(F)(F)F)C1=O,-4.3,6.6,-6.1,5.3,-4.0,7.6,-6.1,6.2,-0.4,-5.1
O=c1[nH][nH]c2nc(C(F)(F)F)cc(C(F)(F)F)c12,-0.6,-3.5,7.4,-0.1,0.6,4.7,3.8,0.6,-3.5,-3.0
COCCN(C(=O)COC(=O)c1ccccc1NCc1ccco1)c1c(N)n(Cc2ccccc2)c(=O)[nH]c1=O,7.4,8.4,-9.9,-7.8,4.0,-10.4,-0.4,-0.9,-5.1,3.8
CCc1cc(=O)oc2cc(OCC(N)=O)c(Cl)cc12,-1.1,-21.8,1.7,3.9,0.5,0.8,2.9,2.4,-1.9,2.4
C[C@@H]1CN([C@H](C)CO)C(=O)CCCn2cc(nn2)CO[C@H]1CN(C)S(=O)(=O)c1ccc(Oc2ccccc2)nc1,1.1,0.5,5.7,5.4,1.6,8.0,1.2,4.2,3.9,-1.2
CN1CCN(C(=O)/C(=C\c2ccc3c(c2)OCO3)NC(=O)c2cccs2)CC1,0.5,1.6,10.6,1.8,-4.4,1.7,-1.3,1.7,0.5,-7.6
Cc1ccc(-c2nnn(CC(=O)N(Cc3ccccc3F)C(C(=O)NC3CCCC3)c3ccncc3)n2)o1 (stereo not given),2.3,-11.0,-7.7,-3.9,7.4,0.8,-2.3,4.8,-0.5,-0.5
O=C(Nc1ccc(Cl)cc1)c1cc(S(=O)(=O)N2CCOCC2)cs1,-0.7,-5.9,-15.9,-4.9,5.3,-7.8,0.6,-16.1,1.1,-1.6
COc1ccc(S(=O)(=O)N2CCCCCC2)cc1C(=O)N(C)Cc1ccc(Cl)cc1Cl,-0.9,-3.3,-26.0,-13.4,-1.3,-3.9,-4.8,-6.9,3.0,2.0
CN(CCOc1ccc(Cl)cc1)C(=O)c1cccc(S(=O)(=O)N2CCN(c3ccccc3)CC2)c1,-1.3,-3.2,-24.6,3.9,6.6,-12.1,5.8,-1.4,-0.1,4.1
COC(=O)c1cccc(NC(=O)C(C)N2C(=O)c3ccccc3C2=O)c1 (stereo not given),4.1,-6.2,-1.2,-10.6,0.4,-4.7,-1.8,4.2,2.5,3.6
Oc1c(Cl)cc(Cl)c(Cl)c1Cc1c(O)c(Cl)cc(Cl)c1Cl,8.9,10.4,-89.0,-1.1,94.0*,-117.3,6.4,9.3,3.8,-3.0
COc1ccc(CCNC(=S)NCc2cccs2)cc1OC,12.6,-2.6,3.2,-16.6,-0.4,-10.1,-1.2,-8.0,-6.9,5.1
COc1ccc(NC(=O)c2cc(-c3ccccn3)nc3ccccc23)cc1S(=O)(=O)N(C)C,2.5,8.1,-14.4,5.7,7.4,-0.5,-3.0,-6.8,0.4,-5.8
COc1ccc(CN2CN(S(=O)(=O)c3ccccc3)c3nc4ccccc4nc32)cc1,4.1,4.0,-4.5,-2.1,2.1,4.3,-6.4,-4.2,-3.8,0.1
CCOc1ccc(S(=O)(=O)N2CCN(C(=S)NCC3CCCO3)CC2)cc1 (stereo not given),-7.6,1.3,4.1,-5.0,-1.9,-2.0,8.3,-5.0,-1.2,0.6
CCOC(=O)C1=CCN(S(=O)(=O)c2ccccc2Cl)C1c1ccc(C)cc1 (stereo not given),1.2,-6.5,/,1.3,0.0,-4.2,4.5,-7.1,-0.1,-5.7
COc1ccccc1NC(=S)c1ccccc1,22.7*,3.6,2.0,-9.7,3.6,-10.9,-3.4,3.6,7.6,-2.9
Cn1c(=O)c2c(nc(NCc3ccc4c(c3)OCO4)n2Cc2ccccc2Cl)n(C)c1=O,3.1,6.5,-0.1,10.0,-0.8,-0.7,-0.5,1.7,2.7,5.0
COC(=O)C1=C[C@@H]([C@@H](C)[C@H](OC)c2ccccc2Br)[C@@H]2OCCC[C@H]12,1.7,-12.8,/,1.1,0.2,-1.7,/,5.2,-3.5,0.8
Cc1ccc([N+](=O)[O-])cc1S(=O)(=O)N1CCCCC1C(=O)O (stereo not given),2.7,0.3,10.2,5.7,1.9,6.4,0.6,-2.3,-1.4,-2.4
Cc1cc(C)n(C(=O)c2cc3sccc3[nH]2)n1,2.4,1.9,-12.0,-4.7,-2.0,0.5,-2.3,0.1,-4.2,-1.3
O=C(O)C1C2C=CC(O2)C1C(=O)Nc1ccc(S(=O)(=O)N2CCc3ccccc32)cc1 (stereo not given),9.3,0.6,2.6,2.8,6.0,6.0,2.8,-9.7,0.2,4.0
COc1ccccc1N1CCN(C(=O)COc2cccc3ccccc23)CC1,-1.5,-3.7,-8.4,-8.0,-4.7,-3.1,-2.3,1.4,1.2,0.7
Cc1sc(NC(=O)CSc2nnc(C(C)C)n2C)c(C#N)c1C,-1.1,2.7,0.9,-4.5,-2.3,-7.2,3.3,-0.9,1.9,-5.0

# Compound profiles, as listed above.
# Cn1c(=O)c2c(nc(NCc3ccc4c(c3)OCO4)n2Cc2ccccc2Cl)n(C)c1=O in the list: PRMT1 FP inh = 3.1; NPR2 activator = 6.5; HTRA1 inh = -0.1; TDP2 absorb = 10.0; rCAG binder = -0.8; mABHD4 FP = -0.7; TCR CD3 inh = -0.5; SIAE primary = 1.7; LEDGF integ inh = 2.7; MBD2 DNA inh = 5.0
# O=C(CSc1ccc(Cl)cc1)NN=C1CCCCCC1 in the list: PRMT1 FP inh = 0.6; NPR2 activator = 2.0; HTRA1 inh = -2.4; TDP2 absorb = 1.5; rCAG binder = 0.1; mABHD4 FP = 4.5; TCR CD3 inh = -1.3; SIAE primary = 3.2; LEDGF integ inh = -1.4; MBD2 DNA inh = 4.5
